STAT3 inh – IL-6 driven STAT3 reporter inhibitors, primary screen, U3A cells, luciferase, luminescence, MLSCN library. IL-6 STAT3-luciferase reporter; host cell line lacks STAT1. AID 862, 2007. hit rate 0.89% among 190,000. inhibition, % at 5.5 µM;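 active = inhibition above the mean inhibition across all screened compounds plus 3 SD, cut at about 44% in these data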;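 note: 0% = DMSO only wells and 100% = 100 µM nifuroxazide control wells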
APP 5'UTR act – activators of APP 5'UTR luciferase reporter, primary screen, SH-SY5Y cells; SH-SY5Y APP 5'UTR luciferase reporter, luminescence; zero percent = DMSO vehicle wells; activation, % at 2 µM; hit rate 1% among 190,000; AID 1276, 2008;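 active = activation above a set limit, based on mean plus 3 SD of controls, cut at about 140% in these data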; note: values of inactives mirror those of a sister screen read the other way
FLuc inh counter – firefly luciferase enzyme inhibitors, primary screen, artefact control for luciferase-based inhibitor screens, biochemical, luminescence, ATPLite; Luciferin 4-monooxygenase (Photinus pyralis), P08659; 10 min; inhibition, % at 10 µM; hit rate 1.5% among 200,000; AID 1006, 2008;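 active = inhibition above about 50% when tested at 10 µM, limit read from the data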
Target sequence (P08659 whole entry, looked up): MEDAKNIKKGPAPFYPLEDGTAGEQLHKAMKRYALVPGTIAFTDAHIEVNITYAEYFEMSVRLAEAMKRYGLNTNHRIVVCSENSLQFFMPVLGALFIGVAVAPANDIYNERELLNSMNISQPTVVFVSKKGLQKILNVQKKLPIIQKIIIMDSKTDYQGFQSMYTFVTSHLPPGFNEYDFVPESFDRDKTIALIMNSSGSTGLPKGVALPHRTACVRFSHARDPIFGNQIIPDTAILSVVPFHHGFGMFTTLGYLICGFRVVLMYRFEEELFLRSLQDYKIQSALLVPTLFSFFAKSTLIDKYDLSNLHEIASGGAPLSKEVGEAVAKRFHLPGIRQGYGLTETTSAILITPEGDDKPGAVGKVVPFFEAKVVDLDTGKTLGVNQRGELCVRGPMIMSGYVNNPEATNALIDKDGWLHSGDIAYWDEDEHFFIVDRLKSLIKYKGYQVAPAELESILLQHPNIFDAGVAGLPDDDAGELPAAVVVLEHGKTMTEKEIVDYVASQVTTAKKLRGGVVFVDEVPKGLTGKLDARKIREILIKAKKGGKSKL
Hsp70 activator – Hsp70 transcriptional activators, primary screen, cell-based, HeLa, Hsp70 promoter luciferase, luminescence, 10 µM; HeLa Hsp70 promoter luciferase reporter; scaled: vehicle 0, proteasome-inhibitor control 100%; activation, % at 10 µM; hit rate 0.04% among 200,000; AID 1203, 2008;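 active = activation above the mean across all tested compounds plus 3 SD, cutoff set per campaign, cut at about 5.5% in these data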;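 note: 100% = MG132 at 30 µM as the positive control and 0% = DMSO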
STAT1 blocker – STAT1 signaling inhibitors, primary screen, cell-based, HTS, luciferase reporter | NIH 3T3 STAT1-luciferase reporter, IFN-gamma, luminescence | inhibition, % at 5.5 µM | AID 920, 2007 | hit rate 0.35% among 200,000;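 active = inhibition above a set limit, the mean inhibition across all tested compounds plus 3 SD, cut at about 34% in these data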;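 note: 0% = IFN-gamma with DMSO and 100% = IFN-gamma with 300 µM nifuroxazide; values of inactives mirror those of a sister screen read the other way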
NF-kB neuron act – activators of NF-kB expression in neurons, primary screen, cell-based, HTS. hit rate 1.6% among 190,000. human neuronal cells, NF-kB reporter expression; hits give high values. fold change at 12.5 µM; in the data active = fold change above about 3.3
RAM network inh – inhibitors of the yeast RAM network, primary screen, dse1pr::URA3 reporter, 5-FOA selection; S. cerevisiae dse1pr::URA3 reporter, 5-FOA growth OD615, 2 d; analog-sensitive cbk1-as2 kinase mutant strain; inhibition, % at 50 µM; hit rate 1.8% among 190,000;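 active = inhibition above a set limit, 3 SD over mean compound inhibition, cut at about 8.4% in these data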;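 note: 0% = DMSO-only wells with no growth and 100% = 10 µM 1-NA-PP1 full growth; inhibition rescues growth on 5-FOA so higher OD means more RAM inhibition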
APP 5UTR inh – inhibitors of APP translation via 5'UTR reporter, primary screen, APP 5'UTR luciferase, SH-SY5Y cells | SH-SY5Y APP 5'UTR-luciferase reporter, luminescence | inhibition, % at 2 µM | hit rate 0.82% among 190,000 | AID 1285, 2008;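 active = inhibition above a set limit, derived from the sample mean plus 3 SD, cut at about 45% in these data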; note: values of inactives mirror those of a sister screen read the other way
STAT1 activator – STAT1 signaling activators, primary screen, cell-based, HTS, luciferase reporter; activation (% of control), % at 5.5 µM; hit rate 2.6% among 200,000; NIH 3T3 STAT1-luciferase reporter, IFN-gamma, luminescence; 100% = IFN-gamma alone, no compound;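 active = activation above the screen-wide mean activation plus 3 SD, cut at about 130% in these data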;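 note: raw ratio to IFN-gamma control signal so 100% means no change and 0% no light; values of inactives mirror those of a sister screen read the other way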
STAT3 act – IL-6 driven STAT3 reporter potentiators, primary screen, U3A cells, luciferase, luminescence, MLSCN library. IL-6 STAT3-luciferase reporter; 100% = signal with IL-6 EC80 alone. hit rate 0.91% among 190,000. AID 871, 2007. activation (% of control), % at 5.6 µM;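 active = activation above the screen-wide mean of compound activation plus 3 SD, cut at about 130% in these data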;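 note: 0% = background luminescence of wells with medium and substrate only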
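system = STAT3-luciferase reporter U3A cells | reagent = IL-6 stimulus at 33 ng/mL final | timing = 1 h compound pre-exposure, 6 h IL-6 stimulation, 37 °C | measured by = luminescence | evaluation = % activation versus median of IL-6-stimulated wells | control set = IL-6-only wells as 100% reference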
The depositor's hits bear a star; x = not tested or not shown. Rows are unselected (roughly 7.7% active in at least one column).

SMILES | STAT3 inh | APP 5'UTR act | FLuc inh counter | Hsp70 activator | STAT1 blocker | NF-kB neuron act | RAM network inh | APP 5UTR inh | STAT1 activator | STAT3 act
COc1cccc(CN2CCN(Cc3c(C)nn(C(C)C)c3C)CC2CCO)c1 (stereo unspecified) | -5 | -12 | -2 | -0.2 | -1 | 1.5 | 3.4 | 12 | 100 | 110
COC(=O)c1ccc(NS(=O)(=O)c2cccc3cccnc23)cc1 | 4 | x | -12 | -0.2 | 7 | 1.1 | 4.8 | x | 88 | 97
Cc1ccc(-c2noc(CCC(=O)NCCc3ccccc3Cl)n2)cc1 | 1 | 6 | -7 | -0.2 | -1 | 1.1 | 2.5 | -6 | 101 | 102
CN(Cc1ccccc1)C(=O)COC(=O)c1cc(Cl)nc(Cl)c1 | 6 | 21 | -9 | -0.2 | 8 | 1.3 | 0.3 | -21 | 92 | 99
COc1cc2[nH]c(=S)nc(NCCc3ccc(C)cc3)c2cc1OC | 20 | 4 | -5 | -0.2 | 0 | 0.95 | -1.1 | -4 | 101 | 84
Cc1ccc(Nc2nc3ccccc3s2)cc1 | 26 | 115 | 50 | -0.3 | -104 | 1.3 | 2.2 | -115 | 192* | 78
CSc1nnc(C)c(=O)n1COC(=O)COc1ccccc1C | -4 | 8 | -5 | -0.3 | -4 | 1.1 | -0.6 | -8 | 104 | 102
O=C(NCc1ccco1)C1c2ccccc2Oc2ccccc21 | 4 | 7 | -3 | 0.0 | 6 | 1.2 | 2.4 | -8 | 94 | 97
Cn1c(=N)n(CC(O)c2cccc3ccccc23)c2ccccc21 (stereo unspecified) | -9 | 4 | -4 | -0.6 | 4 | 0.71 | 0.4 | -4 | 96 | 111
COc1ccc(C2c3[nH]c4ccccc4c3CCN2C(=O)c2cc3ncccn3n2)c(F)c1 (stereo unspecified) | -46 | -1 | 0 | 0.3 | -3 | 0.96 | 4.3 | 1 | 102 | 146*
CCNC(=S)Nc1cc(C)ccn1 | 4 | -8 | 4 | -0.6 | 1 | 0.74 | -0.4 | 8 | 99 | 97
Cc1cc2nc(C)n(CCCNC(=O)Nc3ccccc3)c2cc1C | 11 | 5 | -6 | -0.7 | 2 | 0.88 | 2.4 | -5 | 98 | 95
CCOc1ccc2nc(N3CCCN(C(=O)Nc4ccccc4C)CC3)c(C#N)cc2c1 | -13 | 3 | -2 | -0.6 | -4 | 0.75 | 3.5 | -3 | 102 | 115
CCn1c(SCC(N)=O)nnc1-c1ccc2[nH]c(C)c(C)c2c1 | 20 | 8 | -1 | -0.3 | 11 | 1.2 | 0.3 | -8 | 90 | 86
CC(Cc1cccnc1)NC(=O)CCc1nnc(-c2ccccc2)o1 (stereo unspecified) | -2 | 8 | -7 | 0.2 | -2 | 1.1 | 1.8 | -8 | 100 | 106
CCCCCc1nc(-c2nonc2N)no1 | 3 | 16 | -11 | -0.2 | -5 | 1.3 | 2.3 | -16 | 104 | 99
CC(Sc1nncs1)C(=O)Nc1ccc2c(c1)OCO2 (stereo unspecified) | -1 | -4 | 0 | -0.1 | -7 | 1.3 | 0.4 | 4 | 105 | 103
O=C(/C=C/c1ccco1)N1CCCC(c2ccccc2)C1 (stereo unspecified) | 6 | 17 | 2 | -0.2 | -12 | 1.8 | 2.6 | -17 | 109 | 97
Cc1ccc(/C=N/N2CCN(c3ccccc3)CC2)cc1 | 11 | 27 | 2 | 0.4 | -24 | 1 | 0.9 | -27 | 118 | 95
Cc1noc(NC(=O)c2ccccc2Cl)c1C#N | -3 | 25 | -5 | -0.1 | -4 | 1.4 | -0.3 | -25 | 103 | 107
CCN1CCN(CC(=O)c2c[nH]c3ccccc23)CC1 | -31 | -3 | -7 | 0.1 | -2 | 0.94 | 0.8 | 3 | 102 | 133*
Cn1c(=O)cc(SCC(=O)NCC2COc3ccccc3O2)c2ccccc21 (stereo unspecified) | 8 | 6 | 2 | -0.3 | -6 | 1 | 0.7 | -6 | 105 | 96
O=C(CNCc1cccs1)NC12CC3CC(CC(C3)C1)C2 | -9 | 11 | -7 | 0.4 | -15 | 1.4 | 1.4 | -11 | 114 | 109
O=C(NCCSc1c[nH]c2ccccc12)c1ccc(Br)o1 | 33 | -7 | -6 | -0.2 | 5 | 1.1 | 1.9 | 7 | 95 | 77
O=C(/C=C/c1ccccc1)NC(=S)N1CCSCC1 | 11 | 28 | -8 | -0.1 | -2 | 1.1 | -0.2 | -28 | 100 | 97

New compounds follow.
SMILES | STAT3 inh | APP 5'UTR act | FLuc inh counter | Hsp70 activator | STAT1 blocker | NF-kB neuron act | RAM network inh | APP 5UTR inh | STAT1 activator | STAT3 act
COc1ccc2cc(CN(CC3CCCO3)C(=S)Nc3ccccc3)c(=O)[nH]c2c1 (stereo unspecified) | 1 | -25 | -7 | -0.2 | -7 | 0.66 | 3.8 | 26 | 105 | 101
O=C(NC(=S)Nc1ccc2c(c1)OCCO2)c1cccc2ccccc12 | -6 | 12 | -1 | 0.0 | -7 | 1.6 | 3.4 | -12 | 106 | 109
Cc1nc(NCCN2CCOCC2)c2nnn(Cc3ccccc3Cl)c2n1 | 2 | -12 | 4 | -0.1 | -7 | 0.93 | -0.6 | 12 | 106 | 102
Cc1ccc(OCC(=O)N/N=C/c2ccncc2)cc1 | 7 | -1 | 13 | 0.0 | 5 | 0.86 | 2.0 | 1 | 95 | 96
COC(=O)c1ccc(N2C(=O)C3CC(C)=C(C)CC3C2=O)cc1 (stereo unspecified) | 11 | 11 | -4 | 0.0 | 6 | x | 0.0 | -11 | 93 | 94
COc1cc(NC(=S)NCc2ccc(S(N)(=O)=O)cc2)c(OC)cc1Cl | -2 | 12 | -6 | -0.4 | -2 | 1.1 | 2.1 | -12 | 102 | 104
CCN(CC)C1=NC=CC(c2ccccc2)=CC1C (stereo unspecified) | 5 | -2 | -4 | -0.3 | 9 | 1.5 | 2.1 | 2 | 92 | 98
CCCCC1(Cc2cccc([N+](=O)[O-])c2)C(=O)N(c2ccccc2)N(c2ccccc2)C1=O | 6 | -3 | -8 | -0.1 | -5 | 0.79 | 13* | 3 | 101 | 103
COCCCNC(NC(=O)c1ccc(C)cc1)C(Cl)(Cl)Cl (stereo unspecified) | 11 | 21 | -4 | -0.2 | 16 | 0.88 | 1.3 | -21 | 86 | 97
Oc1ccc(/C=N/Nc2ccc3ccccc3c2)c(O)c1 | -26 | 17 | 7 | 0.1 | 8 | 2.2 | 3.1 | -17 | 93 | 132
c1ccc(-n2nnnc2N2CCOCC2)cc1 | 7 | -1 | 3 | -0.2 | -3 | 1.1 | 0.6 | 1 | 103 | 97
CC12CC3CC(C)(C1)CC(C(=O)NCc1ccco1)(C3)C2 | -1 | -3 | -6 | 0.1 | -13 | 1 | 0.1 | 3 | 110 | 108
Nc1cc(=O)nc(SCc2ccccc2)n1Cc1ccco1 | -3 | 9 | -5 | 0.0 | -8 | 0.93 | 1.1 | -9 | 107 | 106
O=C(/C=C/c1ccc(N2CCOCC2)cc1)c1ccccc1 | 2 | 140* | 61* | 0.2 | -32 | 4.1* | 4.3 | -140 | 129* | 100
COc1ccc(/C=C2\CCCC3C2=NN(C(=O)CSc2ncn[nH]2)C3c2ccc(OC)cc2)cc1 (stereo unspecified) | 7 | -1 | -5 | -0.4 | 3 | 0.63 | 8.4* | 1 | 97 | 94
C#CCSc1cc(C(F)(F)F)nc(-c2ccccn2)n1 | 0 | 16 | 2 | 0.1 | 1 | 0.98 | 0.5 | -16 | 99 | 100
COc1ccc(NC(=O)OC(C)C)cc1 | 17 | 89 | 30 | 0.3 | -23 | 1.8 | 1.5 | -89 | 121 | 89
CCN(CC)S(=O)(=O)c1cc(NS(=O)(=O)c2cccc(Cl)c2Cl)ccc1C | 4 | -12 | -6 | 0.0 | -6 | 1.1 | 10* | 12 | 106 | 100
Cc1nn(C(=O)c2ccco2)c(C)c1CN1C(=O)c2ccccc2C1=O | 0 | 12 | -5 | -0.3 | -7 | 1.1 | 0.8 | -12 | 106 | 103
Cc1nc(NCC2CCCO2)nc2c1C(=O)CC(C)(C)C2 (stereo unspecified) | 5 | 7 | -1 | -0.3 | -5 | 0.88 | -0.8 | -7 | 105 | 98
Cc1ccc(-c2nsc(SCC(=O)Nc3ccc4c(c3)OCO4)n2)cc1 | -7 | 30 | -3 | -0.2 | -4 | 0.91 | 2.4 | -30 | 104 | 102
Cc1ccc(-c2cc(C(=O)NCc3cnn(C)c3)c3cc(Br)ccc3n2)cc1 | 5 | 24 | 10 | -0.4 | 4 | 0.9 | 0.0 | -24 | 96 | 95
COc1ccc(Oc2nc(C)nc3c2oc2ccccc23)cc1 | 31 | -6 | 1 | -0.2 | 0 | 0.81 | 1.7 | 6 | 100 | 77
CCOC(=O)c1c(NC(=O)OC)sc2c1CCC2 | -8 | 3 | -9 | -0.1 | 3 | 0.91 | 3.5 | -3 | 101 | 109
Cc1cccc(OC2(c3ccccc3)OC(=O)c3ccccc32)c1C (stereo unspecified) | -2 | 27 | -7 | -0.2 | 13 | 0.93 | 8.0 | -27 | 89 | 109

Single values from above:
Cc1nc(NCCN2CCOCC2)c2nnn(Cc3ccccc3Cl)c2n1 in STAT1 blocker = -7
Oc1ccc(/C=N/Nc2ccc3ccccc3c2)c(O)c1 in STAT3 act = 132

Next section
SMILES | STAT3 inh | APP 5'UTR act | FLuc inh counter | Hsp70 activator | STAT1 blocker | NF-kB neuron act | RAM network inh | APP 5UTR inh | STAT1 activator | STAT3 act
O=C(NCCN1CCCC1)c1cc(-c2ccncc2)nc2ccc(S(=O)(=O)N3CCOCC3)cc12 | 11 | -2 | -6 | -0.3 | 9 | 0.95 | -0.1 | 2 | 93 | 96
N#Cc1c(NC(=O)CSc2ncn[nH]2)sc2c1CCCC2 | 60* | x | -1 | -0.9 | 21 | 0.46 | -0.1 | x | 80 | 52
O=C(/C=C/C=C/c1ccccc1)CC1(O)C(=O)N(CCc2ccccc2)c2ccccc21 (stereo unspecified) | 11 | 12 | -4 | 0.0 | -5 | 0.99 | 3.8 | -12 | 105 | 97
COc1ccccc1C1C(C#N)=C(N)Oc2c1c(-c1ccccc1)nn2-c1ccccc1 (stereo unspecified) | 27 | 17 | -4 | -0.1 | -1 | 1.2 | -0.1 | -17 | 101 | 77
CC(NC(=O)c1ccccc1)C(=O)N/N=C/c1ccccc1 (stereo unspecified) | 4 | 0 | -4 | -0.3 | 3 | 0.92 | -0.5 | 0 | 96 | 97
CCN(CC)c1ccc(/C=N/NC(=S)NCc2ccccc2)c(O)c1 | 1 | -22 | -6 | 0.0 | -2 | 1.1 | 2.8 | 22 | 102 | 101
Fc1ccc(NC(=S)N2CCN(c3cccc(C(F)(F)F)c3)CC2)cc1 | 21 | -4 | -5 | -0.4 | 15 | 1.1 | 2.3 | 4 | 88 | 82

Source: PubChem BioAssay (several laboratories)
